FXIa inh – inhibitors of human coagulation factor XIa. actives 0.14% (n = 220,000). P03951. inhibition, % at 5 µM. purified FXIa, Boc-Glu-Ala-Arg-AMC fluorogenic substrate;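 active means inhibition of at least 40%; inactive means inhibition below 40%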;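 further: fluorescence of freed AMC excited at 355 nm; 0% = enzyme without compound and 100% = no enzyme blank; many of its hits are not listed in these tables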
Wee1 degr inh – blocks degradation of human Wee1 kinase; actives 1.2% (n = 220,000); P30291; HeLa Luc-Wee1K328M stability, luciferase luminescence; 100% = proteasome inhibitor MG132 effect; reporter increase, % at 5 µM; AID 1321;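 active means activation above the mean of all tested compounds plus 3 SD, set per screening run, cut at about 8.8% in these data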;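 further: cells exposed to compound for 20 h before luminescence read; 0% = DMSO alone and 100% = MG132 at 30 µM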
p97 ATPase inh – human p97 ATPase inhibition; recombinant p97 ATPase, Kinase-Glo ATP luminescence, 3 h; P55072; AID 1481; inhibition, % at 8 µM; actives 0.42% (n = 220,000); in the data active means inhibition above about 15%;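 further: 0% = DMSO vehicle and 100% = wells lacking enzyme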
Target sequence (P55072 whole entry, looked up): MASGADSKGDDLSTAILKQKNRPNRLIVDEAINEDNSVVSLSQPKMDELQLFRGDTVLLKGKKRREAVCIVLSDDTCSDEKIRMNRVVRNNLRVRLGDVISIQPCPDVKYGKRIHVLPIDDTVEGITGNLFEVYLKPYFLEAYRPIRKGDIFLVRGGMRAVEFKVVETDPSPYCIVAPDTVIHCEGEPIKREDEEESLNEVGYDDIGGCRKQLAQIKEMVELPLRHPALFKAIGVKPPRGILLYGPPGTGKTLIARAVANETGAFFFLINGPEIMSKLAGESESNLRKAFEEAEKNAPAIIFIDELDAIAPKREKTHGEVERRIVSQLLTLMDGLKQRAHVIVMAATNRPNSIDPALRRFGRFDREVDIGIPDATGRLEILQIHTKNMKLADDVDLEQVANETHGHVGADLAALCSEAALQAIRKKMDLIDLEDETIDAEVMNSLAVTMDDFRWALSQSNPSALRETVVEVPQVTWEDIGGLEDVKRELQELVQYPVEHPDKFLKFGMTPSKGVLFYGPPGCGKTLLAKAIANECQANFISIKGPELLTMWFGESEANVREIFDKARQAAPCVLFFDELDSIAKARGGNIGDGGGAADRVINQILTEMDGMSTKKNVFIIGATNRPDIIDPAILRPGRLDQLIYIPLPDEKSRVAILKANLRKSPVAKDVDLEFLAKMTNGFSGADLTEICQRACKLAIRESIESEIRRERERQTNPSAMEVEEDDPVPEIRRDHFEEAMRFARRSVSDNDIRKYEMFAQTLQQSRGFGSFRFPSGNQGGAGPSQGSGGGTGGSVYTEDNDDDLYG
eIF4E-4G inh – inhibitors of eIF4E and eIF4G interaction in translation initiation. actives 0.37% (n = 220,000). AID 782. inhibition, % at 21.7 µM. TR-FRET eIF4E-eIF4GI(517-606) binding, 2 h. P63073+Q04637;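 active means inhibition above about 30%, limit read from the data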;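 further: 0% = full FRET control wells and 100% = background wells lacking eIF4GI fragment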
Mdm2 ligase inh – blocks human Mdm2 ubiquitin ligase activity; signal enhancement, % at 5 µM; cell-based MDM2 ubiquitination luciferase reporter, 2 h; 0 = plate control, 100 = twice control, blank-subtracted; AID 1230; Q00987; actives 0.11% (n = 210,000);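 active means signal enhancement of 30% or more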;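 further: luminescence tracks abundance of the self-degrading MDM2-luciferase fusion protein; higher signal means inhibition of MDM2 E3 ligase activity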
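Timing – 2 h compound exposure at 37 °C · Assay system – mammalian cells stably expressing self-ubiquitinating, self-degrading MDM2 E3–luciferase fusion · Amount – 2000 cells seeded into each well · Measure – % luminescence enhancement versus blank-corrected plate control mean · Measured by – SteadyLite luminescence, 15 min reagent step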
FXIIa inh 1536 – inhibitors of human coagulation factor XIIa | P00748 | purified FXIIa, Boc-QGR-AMC fluorogenic substrate, 2 h | inhibition, % at 5 µM | actives 0.3% (n = 220,000) | AID 800; in the data active means inhibition above about 40%;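 further: 0% = enzyme with no compound and 100% = blank without enzyme; many of its hits are not listed in these tables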
Rad51 HR inh – Rad51 (human) homologous recombination inhibition | Q06609 | hRad51 DNA strand exchange, fluorescence dequenching | inhibition, % at 10 µM | actives 0.085% (n = 200,000) | AID 1385;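 active means inhibition above 40% at the single screening dose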;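 further: 0% = DMSO control wells and 100% = blanks with heterologous ssDNA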
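material = hRad51 filaments on single-stranded DNA | timing = filaments 15 min 37 °C, then compound 30 min | signal = FRET fluorescence dequenching, excitation 485 nm, emission 520 nm | benchmarks = control wells and blank wells on each plate | evaluation = percent inhibition relative to plate controls and blanks | compound = 10 µM final, single point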
14-3-3 Bad PPI – disrupts binding of bovine 14-3-3 zeta to phospho-Bad peptide; P63103; AID 781; inhibition, % at 21.7 µM; TR-FRET 14-3-3zeta/Dy647-pBad peptide displacement, 1 h; actives 0.71% (n = 220,000);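 active means inhibition above about 70%, limit read from the data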;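 further: 0% = full 14-3-3 plus peptide FRET controls and 100% = background without 14-3-3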
KLK5 inh – blocks human kallikrein 5 protease activity; Q9Y337; recombinant hK5, fluorogenic AMC substrate cleavage; inhibition, % at 5 µM; actives 0.59% (n = 210,000);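 active means inhibition of 40% or more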;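 further: 0% = enzyme controls without compound and 100% = no-enzyme blanks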
Target sequence (Q9Y337 67-293 limits assumed): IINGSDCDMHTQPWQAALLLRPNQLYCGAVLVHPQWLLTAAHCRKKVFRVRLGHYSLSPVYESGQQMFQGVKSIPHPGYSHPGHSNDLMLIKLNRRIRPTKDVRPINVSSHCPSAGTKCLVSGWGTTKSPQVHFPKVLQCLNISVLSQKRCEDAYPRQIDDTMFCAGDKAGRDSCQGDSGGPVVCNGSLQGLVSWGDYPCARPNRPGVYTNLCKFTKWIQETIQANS
An asterisk follows results filed as active; i = inactive; x = not tested or not shown; [ ] = dose if it differs, or a comment. Hits appear at their usual frequency, and some 3.5% of all compounds hit somewhere here.

Compound,FXIa inh,Wee1 degr inh,p97 ATPase inh,eIF4E-4G inh,Mdm2 ligase inh,FXIIa inh 1536,Rad51 HR inh,14-3-3 Bad PPI,KLK5 inh
NNc1ncnc2scc(-c3ccc(Cl)cc3)c12,-8,-2,-9,-29[fluorescence artefact?],-15,-3,19,-1,-4
CCOC(=O)N1CCN(C(=O)Cc2cccc3ccccc23)CC1,-6,-2,-4,3,-5,4,7,-8,-2
Fc1ccc(-n2cc(-c3ccccc3)[n+]3c2SCC3)cc1,-5,3,3,-7,-6,4,-1,-9,1
Cc1c(C(=O)NCc2ccco2)oc2ccc(S(=O)(=O)N3CCC4(CC3)OCCO4)cc12,-10,-2,0,0,-11,-5,1,-5,3
C[C@@H](C(=O)N[C@@H](Cc1ccccc1)C(=O)O)n1nnc2ccccc2c1=O,2,-1,2,1,-45,8,-5,4,1
O=C(c1ccc(N2CCN(C3CC(=O)N(Cc4cccs4)C3=O)CC2)cc1)c1cccnc1 (stereo not drawn),-4,7,2,-1,-24,7,8,-3,-8
CSCCC(NS(=O)(=O)c1cccs1)C(=O)NCc1ccccc1 (stereo not drawn),5,-3,4,7,-14,13,x,-14,-9
O=C(NCC(c1cccs1)N1CCOCC1)c1cc([N+](=O)[O-])cc([N+](=O)[O-])c1 (stereo not drawn),13,-1,7,3,5,7,-2,-1,0
O=C(Nc1ccccc1)c1n[nH]c(Cn2cncn2)n1,3,1,-1,6,1,18,-5,2,1
O=[N+]([O-])c1ccc(CSc2nc3ccccc3[nH]2)cc1,3,3,4,-2,-7,6,-3,-3[fluorescence artefact?],-10
Cc1cc(C)n2nc(Sc3ncccc3[N+](=O)[O-])nc2n1,2,1,-5,8,-2,11,7,-3,-4
O=C(CSC1CC(=O)N(CCc2ccccc2)C1=O)Nc1ccc(Br)cc1 (stereo not drawn),-2,-1,-2,0,3,17,2,-7,42*
Cn1nc(C(F)(F)F)c(-c2ccc(Br)cc2)c1NC(=O)c1cccnc1,0,-1,1,-2,-10,4,16,-4,0
Fc1ccc(CNC(=S)Nc2ccc(Cl)cc2Cl)cc1,4,-1,4,5,-15,9,-3,6,2
COc1ccc(/C=C(\C#N)C(=O)Nc2cccnc2)cc1,3,4,6,0[fluorescence artefact?],-9,10,-5,-2,-5
Clc1ccc2noc(-c3ccccc3)c2c1,10,-1,5,2,-1,3,-3,-15,-10
O=C1NC(Nc2nccs2)(C(F)(F)F)C(=O)N1CCc1ccccc1 (stereo not drawn),4,-1,0,x,-15,14,-1,x,-8
O=c1c2ccccc2sn1-c1cc(S(=O)(=O)N2CCOCC2)ccc1N1CCCC1,-10,-2,0,56*,-15,-8,-3,-8,-10
COc1ccc(S(=O)(=O)N2Cc3ccccc3CC2C(=O)Nc2nccs2)cc1 (stereo not drawn),-10,1,-4,4,-12,0,x,-5,-5
COc1ccc(C2(CNC(=O)c3ccc(C)cc3)CCOCC2)cc1,1,0,1,-2,5,x,1,-6,2
Cc1cc(N2CCCC2)ccc1/C=C1/C(=O)N(C)C(=S)N1C,5,2,5,7,-1,5,-372,-16,-5
Cc1cccc2cc(CN(CCCO)C(=O)Nc3ccccc3Cl)c(=O)[nH]c12,8,3,-7,0,6,9,3,7,8
CC(C)COC(=O)c1cccc2c1-c1ccccc1/C2=N\O,23,3,5,-1,x,33,x,17,-3
CN(C)C(=O)c1snnc1-c1ccccc1,-3,1,2,0,-10,12,-6,8,11
COc1ccc(-n2c(C)nc3cc(C(=O)N4CCOCC4)ccc32)cc1,3,3,-2,10,x,13,x,1[fluorescence artefact?],-1
COC(=O)N/N=C(C)\C=C\c1ccco1,4,-1,-3,-1,-6,9,-9,0[fluorescence artefact?],-16
O=c1c2ccccc2nnn1COc1cccc2ccccc12,-2,-1,1,-6,-6,2,0,-9,-14
CCC(C(=O)Nc1cc(Cl)ccc1OC)c1ccccc1 (stereo not drawn),-4,-4,-3,10[fluorescence artefact?],-4,-1,4,3,-11
Cc1ccc(N2C(S)=C(C#N)C(=O)NC2c2cccs2)cc1 (stereo not drawn),4,1,8,-5,-1,9,0,-19,-19
Cc1ccc(S(=O)(=O)N(C)C)cc1NC(=S)NCc1ccco1,-4,-3,3,-1,0,-2,7,1,-15
COc1cc(/C=C2\COC/C(=C\c3cc(OC)c(OC)c(OC)c3)C2=O)cc(OC)c1OC,2,127*,-6,-2,69*,9,13,-1,0
O=C(CSc1c[nH]c2ccccc12)N1CCCc2ccccc21,23,-3,-3,-2,-16,33,8,9,-15
CSc1nnc(C)c(/C=C/Nc2ccc(C)cc2)n1,7,-2,0,-2,2,18,-106,-24,10
CCN(CC(=O)NC)S(=O)(=O)c1ccc(Br)cc1,3,1,-4,6[fluorescence artefact?],-18,11,-1,-6[fluorescence artefact?],9
CS(=O)(=O)N1CCN(C(=O)c2cc3ccccc3oc2=O)CC1,9,0,1,-5,-24,12,2,-1,25
COc1cc(CC(=O)Nc2ccc(S(=O)(=O)N(C)C)cc2)cc(OC)c1OC,-3,0,1,-20[fluorescence artefact?],-13,15,0,4[fluorescence artefact?],-10

An excerpt of these results, field by field.
COc1cc(CC(=O)Nc2ccc(S(=O)(=O)N(C)C)cc2)cc(OC)c1OC
  FXIa inh = -3	Wee1 degr inh = 0	p97 ATPase inh = 1	eIF4E-4G inh = -20[fluorescence artefact?]	Mdm2 ligase inh = -13	FXIIa inh 1536 = 15	Rad51 HR inh = 0	14-3-3 Bad PPI = 4[fluorescence artefact?]	KLK5 inh = -10
CS(=O)(=O)N1CCN(C(=O)c2cc3ccccc3oc2=O)CC1
  FXIa inh = 9	Wee1 degr inh = 0	p97 ATPase inh = 1	eIF4E-4G inh = -5	Mdm2 ligase inh = -24	FXIIa inh 1536 = 12	Rad51 HR inh = 2	14-3-3 Bad PPI = -1	KLK5 inh = 25

Continuation.
Compound,FXIa inh,Wee1 degr inh,p97 ATPase inh,eIF4E-4G inh,Mdm2 ligase inh,FXIIa inh 1536,Rad51 HR inh,14-3-3 Bad PPI,KLK5 inh
CCCC(C)n1[nH]c(=O)c2c(C)cc(C)nc21 (stereo not drawn),-5,-2,0,4,-7,-7,1,-2,-13
O=C(Cn1ncc2c(=O)oc3ccccc3c21)N1CCN(C(=O)c2ccco2)CC1,-7,0,0,1,-10,12,6,9,-16
CCC/C(O)=C1\C(=O)CCCC1=NCCc1ccc(OCC)c(OCC)c1,-4,-1,-2,-3,0,7,11,-11,-8
C=CCn1c(C(CCCC)CC(O)COCCC)n[nH]c1=S (stereo not drawn),-2,-4,4,0,-12,3,16,-16,-3
CC(=O)NCCn1c(SCc2cc(=O)n3cc(Cl)ccc3n2)nc2ccccc2c1=O,-1,-1,2,9,-8,5,5,-2,4
O=S(=O)(N1CCCCCC1)N1CCN(S(=O)(=O)N2CCCCC2)CC1,-5,3,-2,7[fluorescence artefact?],-17,4,1,17[fluorescence artefact?],-21
CCOc1ccc(-c2nc(N)ncc2-c2ccc(OC)cc2)c(O)c1,13,6,-3,9[fluorescence artefact?],-3,12,x,-1,3
COC(=O)c1ccccc1NC(=O)c1cc(OC)cc(OC)c1,7,-1,-3,2,7,4,-14,-1,1
Cc1ccccc1NC(=O)c1ccc(Nc2c([N+](=O)[O-])cc([N+](=O)[O-])c3ccccc23)cc1,-1,-1,6,-5,-8,4,-8,5,-1
COc1cc(Br)cc(C2C3=C(CCCC3=O)N(c3ccc(F)cc3)C3=C2C(=O)CCC3)c1O,1,-2,-1,0,0,6,-13,-19,x
Cc1cccc(N(CC(=O)N2CCN(c3ccc(F)cc3)CC2)S(C)(=O)=O)c1C,-1,2,0,2,-1,3,-3,-14,3
COc1c(/C=N/Nc2ccc(C(=O)O)cc2)c(CCN(C)C(C)=O)cc2c1OCO2,-2,2,2,3,-7,6,-12,1,3
NS(=O)(=O)c1ccc(CNC(=S)NC2CC2)cc1,-2,0,-3,1,-12,4,x,0,x
O=C(O)c1ccc(Cl)c(S(=O)(=O)Nc2ccc3[nH]c(=O)[nH]c3c2)c1,-2,0,2,12,-7,11,-7,7,-2
CCN1/C(=C/C=C/c2oc3ccc(-c4ccccc4)cc3[n+]2CC)Oc2ccc(-c3ccccc3)cc21,-3,-1,8,-68,-13,5,i,-70,0
CCOC(=O)C1(CCc2ccccc2)CCN(C(=O)CCn2cnnn2)CC1,0,-2,1,3,-1,10,x,-5,x
COC(=O)Nc1ccc(S(=O)(=O)N2CCCC(C(=O)N3CCN(C)CC3)C2)cc1 (stereo not drawn),4,1,3,-1,-28,9,-31,-2,2
CCCCCCCSc1nc(N)cc(=O)[nH]1,8,-1,-6,-20,9,22,x,-4,-9
Cc1cnn(CCC(=O)NNC(=S)Nc2ccccc2)c1,3,3,-1,-14,-34,14,2,-12,-66
COCCn1nnnc1C(c1cccc(C(F)(F)F)c1)N1CCN(Cc2ccccc2)CC1 (stereo not drawn),4,2,1,4[fluorescence artefact?],-13,8,14,44,-22
O=c1[nH]c2ccccc2nc1/C=C/c1ccc(Cl)cc1,-2,-4,4,0,-13,5,13,-23,2
O=C(CCCOc1ccc(Cl)cc1Cl)NCCCO,4,1,2,1,7,-2,x,1,1
Cc1cc(C)cc(NC(=S)N2CCN(CCO)CC2)c1,-4,0,-1,5,4,9,5,-22[fluorescence artefact?],-13
C1CN(c2nc(N3CCOCC3)nc(N3CCOCC3)n2)CCO1,5,-2,2,6,2,7,-12,1,-5
COC(=O)c1ccc(COc2ccccc2/C=C(\C#N)C(=O)Nc2c(C)cc(C)cc2C)cc1,17,-3,-5,2,-16,16,1,-5,5
CC1CCCCC1n1c(-c2cccnc2)n[nH]c1=S (stereo not drawn),1,-4,8,-2,-23,11,3,-10,4
COc1ccc(O)c(C(=O)c2cc(C#N)c(=O)n(CC3CCCO3)c2)c1 (stereo not drawn),-5,1,1,0[fluorescence artefact?],-2,8,0,1[fluorescence artefact?],-6
O=C(O)c1nccnc1C(=O)N1CCN(c2ccccc2)CC1,9,2,5,-6,2,13,x,17,-9
CCOC(=O)C1CCCN(C(=O)Cn2cccc2C(=O)c2ccccc2)C1 (stereo not drawn),-4,-4,-3,1,-14,8,1,5,3
COc1cc(NS(=O)(=O)c2ccc3c(c2)oc(=O)n3C)cc(OC)c1OC,0,-1,-2,3[fluorescence artefact?],-10,8,-4,5[fluorescence artefact?],-9
Cc1oc2c(c1C(=O)NCc1ccccc1)CCCC2,-4,2,0,-13,-11,-14,0,-25,-2
CC(=O)Nc1cccc(-c2nc3ccc(NC(C)=O)cc3s2)c1,-9,-1,16*,4,-9,-2,-10,20,-2
Cc1ccc(OCCn2cc(/C=N/NC(=O)c3ccncc3)c3ccccc32)cc1,2,-2,-1,5[fluorescence artefact?],2,3,4,-4,-6
O=C(CN1CCC(n2nnc3cc(F)ccc32)CC1)NCCc1nc2ccccc2[nH]1,-2,-1,6,7[fluorescence artefact?],-34,14,3,2,-5
CCOc1ccc(N=C2NC(=O)/C(=C/C(=O)OC)S2)cc1,19,5,1,4,-3,8,x,-8,-13
